# High-throughput results deposited in PubChem by several laboratories.
# PfHsp40 yeast = rescue of yeast from PfHsp40 toxicity, primary screen, S. cerevisiae, ATP luminescence; S. cerevisiae expressing PfHsp40, growth rescue; growth rescue, % at 12.5 µM; hit rate 0.68% among 340,000; AID 504582, 2011; in the data active = growth rescue above about 28%, passing the limit was not always enough; inconclusive = no clear call, values can overlap the other calls;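 also: yeast W303a lacking pdr1 and pdr3 grown in galactose medium; growth measured after three days at 30 °C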
# Mtb BioA inh = M. tuberculosis BioA enzyme inhibitors, primary screen, biochemical, plate reader, single point, HTS. inhibition, % at 9.99 µM. 7,8-diaminopelargonic acid synthase BioA (Mycobacterium tuberculosis). hit rate 0.096% among 360,000. purified M. tuberculosis BioA enzyme; in the data active = inhibition above about 40%; inconclusive = no clear call, values can overlap the other calls
# BoNT-A LC inh2 = BoNT/A light chain protease inhibitors, primary screen, biochemical, flow cytometry, MLPCN library; Botulinum neurotoxin type A light chain protease (Clostridium botulinum A str. ATCC 3502); hit rate 0.17% among 360,000; AID 588499, 2011; inhibition, % at 10 µM; multiplex microsphere protease substrate cleavage; also: plate controls were buffer without enzyme for full effect and enzyme alone for no effect
# BoNT-F LC inh = BoNT/F light chain protease inhibitors, primary screen, biochemical, flow cytometry, MLPCN library. Botulinum neurotoxin type F light chain protease (Clostridium botulinum). Multiplex microsphere protease cleavage assay. inhibition, % at 10 µM. hit rate 0.22% among 360,000. AID 588497, 2011; in the data active = inhibition above about 35%, passing the limit was not always enough; inconclusive = no clear call, values can overlap the other calls; also: plate controls were buffer without enzyme for full effect and enzyme alone for no effect
# FBA Mtb inh = Mtb FBA enzyme inhibitors, primary screen, biochemical, fluorescence, strain H37Rv | hit rate 2.3% among 360,000 | purified M. tuberculosis FBA, fluorescence read-out | inhibition, % at 1 µM | Fructose-bisphosphate aldolase (Mycobacterium tuberculosis (strain ATCC 25618 / H37Rv)), …; in the data active = inhibition above about 27%;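 also: 0% = vehicle and 100% = reference inhibitor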
# FadD28 binding = inhibitors of FadD28 bisubstrate probe binding, primary screen, biochemical, fluorescence polarization, single point; inhibition, % at 12.5 µM; hit rate 0.22% among 360,000; Mycobacterium tuberculosis FadD28 fatty-acid-AMP ligase; in the data active = inhibition above about 8.5%, passing the limit was not always enough; inconclusive = no clear call, values can overlap the other calls
# UGM FP inh = M. tuberculosis UGM enzyme inhibitors, primary screen, biochemical, fluorescence polarization, single point. purified UGM, fluorescence polarization probe displacement. UDP-galactopyranose mutase (Mycobacterium tuberculosis (strain ATCC 25618 / H37Rv)), …. hit rate 0.06% among 320,000. inhibition, % at 10 µM; in the data active = inhibition above about 10%, passing the limit was not always enough; inconclusive = no clear call, values can overlap the other calls
# Anthrax LF inh2 = Bacillus anthracis LF protease inhibitors, primary screen, biochemical, multiplex microsphere, MLPCN library; Lethal factor (Bacillus anthracis), P15917; hit rate 0.12% among 360,000; multiplex microsphere protease cleavage assay; inhibition, % at 10 µM; also: plate controls were buffer without enzyme for full effect and enzyme alone for no effect
# Target sequence (P15917 whole entry, looked up): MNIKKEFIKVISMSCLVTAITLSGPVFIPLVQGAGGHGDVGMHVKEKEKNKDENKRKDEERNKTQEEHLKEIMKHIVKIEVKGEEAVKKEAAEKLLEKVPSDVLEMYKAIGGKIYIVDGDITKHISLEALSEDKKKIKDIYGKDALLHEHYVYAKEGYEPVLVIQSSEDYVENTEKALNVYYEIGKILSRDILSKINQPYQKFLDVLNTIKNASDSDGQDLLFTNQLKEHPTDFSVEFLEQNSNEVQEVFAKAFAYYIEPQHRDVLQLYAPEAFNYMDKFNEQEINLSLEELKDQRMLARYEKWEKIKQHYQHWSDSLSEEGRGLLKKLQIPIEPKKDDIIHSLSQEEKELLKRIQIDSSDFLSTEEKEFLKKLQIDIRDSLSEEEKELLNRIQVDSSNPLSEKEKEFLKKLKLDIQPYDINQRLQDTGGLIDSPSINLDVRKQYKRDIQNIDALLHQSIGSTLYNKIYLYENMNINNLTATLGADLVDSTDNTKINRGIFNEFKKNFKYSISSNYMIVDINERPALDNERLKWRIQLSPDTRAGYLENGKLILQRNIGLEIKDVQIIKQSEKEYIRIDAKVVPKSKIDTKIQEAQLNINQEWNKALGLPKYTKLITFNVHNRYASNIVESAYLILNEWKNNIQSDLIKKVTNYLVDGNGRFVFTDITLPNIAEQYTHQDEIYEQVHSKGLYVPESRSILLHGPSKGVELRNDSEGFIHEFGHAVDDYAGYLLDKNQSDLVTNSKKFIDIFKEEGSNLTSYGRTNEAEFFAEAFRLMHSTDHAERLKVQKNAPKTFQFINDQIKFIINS
# GDH-TPI counter = GDH-TPI coupling enzyme inhibitors, primary screen, artefact control for M. tuberculosis FBA inhibitor project, biochemical, absorbance, full deck. GDH-TPI coupled enzyme counterscreen, NADH absorbance. inhibition, % at 4.8 µM. hit rate 1.2% among 360,000; in the data active = inhibition above about 30%;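 also: 0% = DMSO wells and 100% = wells lacking the enzyme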
# * marks the source's active call; other numbers are inactive results; ? = inconclusive; nt = not tested or not shown. Rule as the data show it, unless noted: active = inhibition above about 30%; inconclusive = no clear call, values can overlap the other calls; inactive = below that.
SMILES,PfHsp40 yeast,Mtb BioA inh,BoNT-A LC inh2,BoNT-F LC inh,FBA Mtb inh,FadD28 binding,UGM FP inh,Anthrax LF inh2,GDH-TPI counter
COc1ccc(C(=O)NC2CCCc3ccccc32)cc1OC1CCN(C(C)=O)CC1 (stereo unspecified),0.1,0.7,0.3,0.5,0.8,-0.1,1.9,0.2,5.2
CC(=O)N[C@H](Cc1c[nH]c2ccccc12)C(=O)O,-0.4,0.1,-0.6,-5.2,0.2,-3.4,-1.9,-0.4,-12.1
CC1CCN(C2CCN(S(=O)(=O)c3ccc(F)cc3)CC2)CC1,5.0,-0.8,2.7,8.5,2.1,0.1,-1.6,-3.3,6.4
O=C(Nc1ccc2c(c1)OCO2)c1cc(C2CCCCN2C(=O)c2ccc(Cl)cc2)on1 (stereo unspecified),nt,0.0,-0.3,-3.6,1.1,-3.2,nt,-2.4,14.2
COc1ccc(Cl)cc1C(=O)Nc1ccccc1N1CCN(C(=O)C(C)C)CC1,0.2,-0.6,1.5,-12.7,-1.2,-0.5,-0.8,-1.1,9.2
COc1ccc(OC)c(S(=O)(=O)NCc2cccnc2)c1,0.4,1.1,0.2,0.0,-0.1,-3.6,-0.7,-2.0,4.2
O=C(O)C1C2CCC(O2)C1C(=O)Nc1ccccc1Br (stereo unspecified),-1.7,-1.2,2.7,30.9,2.7,-1.1,-1.8,28.2,1.7
CCc1nc(SCC(=O)Nc2ccc(Br)cn2)n[nH]1,0.4,-0.8,-0.6,-0.2,-0.9,-1.0,1.8,1.7,3.1
CCn1c(SCC(N)=O)nnc1-c1ccc2c(c1)OCO2,-0.1,nt,-0.2,-5.5,-1.5,-5.9,0.0,-4.1,-11.0
CCNC(=S)N1CCN(c2ccc([N+](=O)[O-])cc2)CC1,0.4,0.7,1.5,?,-9.9,-2.0,0.1,-0.5,5.7
CC(=O)OCC1=C(C(=O)O)N2C(=O)C(NC(=O)Cn3nc(C(F)F)c(Cl)c3C)C2SC1 (stereo unspecified),1.9,0.4,-0.3,-1.7,1.9,0.6,-0.9,-7.1,0.3
O=C(CN1C(=O)COc2ccc(S(=O)(=O)N3CCCC3)cc21)Nc1cccc(F)c1,0.8,-1.0,-1.6,-6.0,0.2,-1.1,1.1,1.4,12.0
Cc1c(Cl)cccc1Nc1nc(N)nc(CSc2ncccn2)n1,3.6,-0.1,-0.2,-1.4,4.2,-1.0,0.8,-1.8,4.8
N#CC1C(C#N)C2CCC1C1C2N1c1ccccc1 (stereo unspecified),-1.3,0.5,-1.6,-22.6,2.8,-0.6,nt,-9.2,12.9
Cc1ccc(S(=O)(=O)NCCC(=O)Nc2nnc(C)s2)cc1,-1.1,-0.7,0.3,-8.5,1.0,-1.4,nt,0.2,2.6
COc1cccc(CN(C)CC(=O)Nc2cccc(C(F)(F)F)c2)c1OC,-0.3,-2.3,0.4,0.8,-6.7,-3.9,-0.4,3.9,-2.5
O=C(NC(=S)Nc1cccc2c(O)cccc12)c1ccccc1[N+](=O)[O-],0.5,-1.2,0.3,-13.5,1.3,-6.9,0.3,1.0,4.9
COC(=O)c1ccc(CSc2nnc(-c3ccncc3)o2)cc1,0.6,-1.9,1.7,12.8,-1.8,-0.1,1.1,16.3,1.3
Cc1ccc(-c2csc3ncnc(SCC(N)=O)c23)cc1,0.3,nt,-0.1,1.4,-2.2,-2.9,-2.8,-1.2,7.2
Cc1nn(-c2ccccc2)c(C)c1/C=C/C(=O)OCC(=O)N(C)C1CCS(=O)(=O)C1 (stereo unspecified),-0.4,0.0,-0.2,4.3,-1.3,-3.4,-1.9,-7.7,-6.9
CCn1c(SCc2cccc(OC)c2)nc2ccccc2c1=O,-0.5,-1.7,-2.3,0.5,-4.1,-3.8,1.9,-3.8,-5.2
COc1cccc(CN2CCN(C3CCN(c4cccc(C)c4C)CC3)CC2CCO)c1 (stereo unspecified),-0.2,0.6,0.4,-13.5,6.5,1.2,-1.2,6.9,-2.6
CCc1cc2c(=O)c(-c3nc4ccccc4[nH]3)coc2c(CN2CCCCC2C)c1O (stereo unspecified),1.2,-1.0,0.4,2.7,-4.3,-4.3,1.0,0.0,19.8
O=[N+]([O-])c1ccccc1CNCCc1c[nH]c2ccccc12,-0.4,-0.6,-3.1,-0.2,3.7,1.6,-0.4,-6.3,6.8
O=C(Nc1cc(C(F)(F)F)ccc1N1CCOCC1)c1ccc(F)cc1,-0.2,-0.1,0.6,-6.4,3.8,-0.2,-2.3,-4.9,-5.7
Cn1c(CNC(=O)c2ccccc2F)nnc1SCC(=O)Nc1nnc(C2CC2)s1,-0.8,0.6,-2.8,4.9,4.8,-3.2,1.9,-3.3,6.7
COc1ccccc1NC(=S)NNC(=O)c1ccc(Cl)cc1Cl,5.7,3.4,0.3,15.5,-5.8,-3.8,3.7,5.9,-7.3
COc1ccc(C2=CC(=O)CCC2)cc1,-0.4,-1.1,-1.6,-7.2,-1.7,-4.5,-1.0,1.7,18.5
CCCOc1ccc(-c2nc(C#N)c(NCC3CCCO3)o2)cc1 (stereo unspecified),4.2,0.2,-4.7,-4.4,121.0*,1.6,-0.9,-2.5,16.7
Cn1cccc1-c1cc(C(=O)N/N=C/C=C/c2ccccc2)[nH]n1,1.6,nt,-0.3,0.7,-0.9,3.1,-1.8,-1.2,22.9
C=CCN1CCS(=O)(=O)N(Cc2ccccc2)[C@@H](C(C)C)C1=O,-0.1,-0.4,0.2,1.9,2.4,0.4,nt,3.9,1.4
Cc1cccc(N(C)C(=O)CN2C(=O)COc3ccc(S(=O)(=O)N4CCCCCC4)cc32)c1,-0.1,2.9,-0.7,-5.3,-0.2,-0.9,-1.3,-3.6,0.9
CCCCc1cc(=O)oc2cc(OC(C)C(=O)NCCN3CCOCC3)ccc12 (stereo unspecified),nt,-1.4,-0.1,1.4,13.4,-1.1,nt,-1.6,10.1
O=C1CCC([N+](=O)[O-])C(c2cccc(Br)c2)N1 (stereo unspecified),-1.0,nt,0.4,1.1,-1.1,-3.6,-1.8,-1.8,6.4
Cc1cc(C)n2nc(N)c(N=Nc3ccccc3)c2n1,0.5,nt,?,?,-9.8,-3.7,-0.3,-21.9,19.0
CSc1ccccc1NC(=O)C(=O)c1c[nH]c2ccccc12,-0.4,nt,0.1,-1.2,-4.6,-1.0,1.4,0.3,6.5
COCCCN(C(=O)Nc1ccc(C)c(C)c1)C(C)c1ccccn1 (stereo unspecified),0.4,1.6,-0.5,-5.4,-2.2,-0.8,-2.7,-4.3,-2.4
Cc1cc(C(=O)COc2ccccc2Cl)c(C)n1C1CC1,-0.9,-1.2,-1.1,-8.8,-1.8,-0.5,5.0,-12.8,6.2
Cc1ccc(Nc2ncnc3c2nnn3Cc2ccccc2)cc1,nt,-0.7,-1.0,-0.9,4.2,-1.9,-0.7,-2.8,13.3
O=C(O)COc1ccccc1C(Nc1ccccn1)c1cc(Cl)c2cccnc2c1O (stereo unspecified),57.9*,nt,-0.7,-0.9,-3.6,-3.7,3.6,-3.7,-2.3
CC(NC(=O)C(=O)N1CCOCC1)C(c1cccs1)N1CCN(c2ccccc2F)CC1 (stereo unspecified),-0.4,-0.3,1.1,0.3,0.5,-3.8,-1.7,-2.4,0.0
COc1cc(OC)cc(N(C(=O)c2ccco2)C(C(=O)NC2CCCC2)c2ccc(N3CCOCC3)cc2)c1 (stereo unspecified),-0.2,-2.8,0.6,2.1,-0.2,0.4,-3.0,1.3,-8.6
CCCCn1c(SCC(=O)NNC(=O)c2ccccc2)n[nH]c1=O,0.5,-0.4,4.9,-1.3,-2.7,-2.1,1.0,-3.2,-1.6
CCn1c(=O)c2c(nc(SCC(=O)N3CCCC(C)C3)n2C)n(C)c1=O (stereo unspecified),-0.7,0.2,-2.9,9.6,3.4,-2.3,-1.2,-2.2,-2.2
CC1CN(C(=S)Nc2cccc(F)c2)CC(C)O1 (stereo unspecified),-0.7,0.2,-0.2,-3.8,1.1,1.4,0.1,-9.5,0.8
CCN(CC(=O)NCc1cccs1)C(=O)c1cccc(S(=O)(=O)NC)c1,-0.2,0.2,-29.9,-35.3,1.4,0.4,0.2,-5.6,-3.6
Cc1cc(-c2n[nH]c(=S)n2-c2ccc(C)c(C)c2)no1,-0.5,-2.1,1.2,-0.5,0.1,-0.6,0.9,-2.8,4.8
CC1(C)CN(c2ccsc2C(=O)O)C1=O,0.7,nt,-1.1,-2.5,2.9,-0.9,-0.9,-3.7,3.8
Cc1cc(S(=O)(=O)N2CCN(c3c(C)cccc3C)CC2)ccc1F,3.5,-0.8,-0.8,-2.9,12.6,-2.6,-1.0,-3.4,0.0
Cc1cc(=O)c2cc(NC(=O)c3ccccc3Cl)ccc2[nH]1,0.6,7.3,-2.5,-16.2,-1.4,-3.7,0.3,-2.7,-11.4

# The listing continues:
SMILES,PfHsp40 yeast,Mtb BioA inh,BoNT-A LC inh2,BoNT-F LC inh,FBA Mtb inh,FadD28 binding,UGM FP inh,Anthrax LF inh2,GDH-TPI counter
CCCNc1nc(N)nc(-c2cc(Cl)ccc2OC)n1,0.5,nt,-0.3,-9.2,1.2,-2.1,0.5,-1.5,-1.4
CC(C)Sc1cc(N2CCCC2)nc(-c2ccccc2Cl)n1,2.2,nt,-0.2,1.4,-0.2,-0.5,2.2,-0.5,3.8
Cc1cc(C)n(C(=O)C(C)N2C(=O)c3ccccc3C2=O)n1 (stereo unspecified),0.3,-0.8,0.2,-1.5,-1.1,-3.2,0.9,-4.0,6.7
c1ccc(-c2ccn3nnnc3n2)cc1,0.2,0.6,0.1,2.0,3.6,-0.9,1.4,1.8,0.6
Nn1c(SCC(=O)Nc2ccc3c(c2)OCO3)nnc1-c1ccccc1,-2.5,-1.3,45.2*,56.8*,-0.8,-4.0,0.8,-35.5,-8.1
N/C(=N\OC(=O)CCCCCN1C(=O)c2ccccc2C1=O)c1ccccn1,-1.8,nt,-1.4,1.5,-2.4,-2.6,-4.2,-4.1,-1.9
CC(=O)NCc1ccc2[nH]c(C)cc2c1,-0.9,1.3,1.9,-8.2,3.4,2.6,-1.2,-9.8,5.3
O=c1[nH]c(CSc2nc3ccccc3s2)nc2ccccc12,-0.3,-2.2,-3.9,-17.9,0.9,-3.4,0.8,-1.0,6.2

# Single records, from the list above. Values in the order: PfHsp40 yeast, Mtb BioA inh, BoNT-A LC inh2, BoNT-F LC inh, FBA Mtb inh, FadD28 binding, UGM FP inh, Anthrax LF inh2, GDH-TPI counter
# Record of Nn1c(SCC(=O)Nc2ccc3c(c2)OCO3)nnc1-c1ccccc1 : -2.5, -1.3, 45.2*, 56.8*, -0.8, -4.0, 0.8, -35.5, -8.1
# Record of Cc1cc(C)n(C(=O)C(C)N2C(=O)c3ccccc3C2=O)n1 (stereo unspecified) : 0.3, -0.8, 0.2, -1.5, -1.1, -3.2, 0.9, -4.0, 6.7
# Record of c1ccc(-c2ccn3nnnc3n2)cc1 : 0.2, 0.6, 0.1, 2.0, 3.6, -0.9, 1.4, 1.8, 0.6
# Record of CC(=O)NCc1ccc2[nH]c(C)cc2c1 : -0.9, 1.3, 1.9, -8.2, 3.4, 2.6, -1.2, -9.8, 5.3
# Record of CC(C)Sc1cc(N2CCCC2)nc(-c2ccccc2Cl)n1 : 2.2, nt, -0.2, 1.4, -0.2, -0.5, 2.2, -0.5, 3.8

# This is a random part of the collection (roughly 4.7% active in at least one column).
